Bioassay records (PubChem BioAssay)
G9a block – blocks human histone lysine methyltransferase G9a; Q96KQ7; Potency, µM (series often up to 102 µM), inactives show top-dose activity, negative = inhibition, actives largely listed as inhibitors; G9a H3K9 monomethylation, AlphaScreen, 2 h; 350,000 compounds, 8.8% hits; further: potency means the concentration at half of the fitted maximal effect; on the % scale 0 is the no-effect control and ±100 the full control effect; nearly all actives have a fitted effect of over 75% in size
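Enzyme 20 nM + cpd, 15 min RT; add b-H3K9 pep 500 nM / SAM 20 uM; 2 h RT; anti-H3K9me1 Ab 0.5 ug/mL + SA donor / anti-rabbit acceptor beads 20 ug/mL each, 10 min; AlphaScreen read.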
GLS inh – inhibitors of human glutaminase (GLS) | O94925 | GLS enzymatic activity, qHTS titration | Potency, µM (titrated, usually from 45.5 µM), without a hit: at the highest dose activity change, negative = inhibition, actives largely listed as inhibitors | 410,000 compounds, 0.21% hits | AID 624170; further: potency means the concentration at half of the fitted maximal effect; on the % scale 0 is the no-effect control and ±100 the full control effect
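Human kidney-isoform GLS in 45 mM KH2PO4 pH 8.2, 0.02% Tween-20, with compound, started with 1mM L-Glutamine (added stock). Glutamate oxidase/HRP/Amplex red coupled fluorescence read at start and after 30 min at RT.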
ERG Ets-DNA blk – blocks human ERG Ets domain binding to DNA; P11308; fluorescence polarization, His-ERG Ets domain / labelled DNA; Potency, µM (series often up to 76.9 µM), for inactives: top-dose FP activity, negative = inhibition, most hits filed as inhibitors; 370,000 compounds, 0.028% hits; active means well fitted inhibition curve with a large enough effect in the polarisation, with a control signal flat; inconclusive means small, poorly fitted or top-dose-only effect, or effect the other way, or a change in a side signal; inactive means no such curve, though single readings can be large or run the other way; the % refers to the polarisation;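 further: polarization taken with two DNA probes labelled with fluorescein and Texas red; potency means the concentration at half of the fitted maximal effect; % of control where 0% means no effect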
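His-tagged ERG Ets domain (1 uM in the protein solution; 300mM KCl, 50mM Tris-HCl, 1mM EDTA, 1mM DTT, pH 7.5) received compound, then a probe mix of 5 nM fluorescein-DNA and 100nM Texas-615-DNA. Fluorescence polarization was read for both dyes.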
BAZ2B block – BAZ2B (human) inhibition; 360,000 compounds, 4.4% hits; AlphaScreen BAZ2B-H3K14Ac peptide displacement; Potency, µM (titrated, usually from 114 µM), inactives show at the highest dose activity change, negative = inhibition, hits mostly inhibitors; Q9UIF8; AID 504333; further: potency means the concentration at half of the fitted maximal effect; on the % scale 0 is the no-effect control and ±100 the full control effect; nearly all actives have a fitted effect of over 60% in size
Target sequence (Q9UIF8 whole entry, looked up): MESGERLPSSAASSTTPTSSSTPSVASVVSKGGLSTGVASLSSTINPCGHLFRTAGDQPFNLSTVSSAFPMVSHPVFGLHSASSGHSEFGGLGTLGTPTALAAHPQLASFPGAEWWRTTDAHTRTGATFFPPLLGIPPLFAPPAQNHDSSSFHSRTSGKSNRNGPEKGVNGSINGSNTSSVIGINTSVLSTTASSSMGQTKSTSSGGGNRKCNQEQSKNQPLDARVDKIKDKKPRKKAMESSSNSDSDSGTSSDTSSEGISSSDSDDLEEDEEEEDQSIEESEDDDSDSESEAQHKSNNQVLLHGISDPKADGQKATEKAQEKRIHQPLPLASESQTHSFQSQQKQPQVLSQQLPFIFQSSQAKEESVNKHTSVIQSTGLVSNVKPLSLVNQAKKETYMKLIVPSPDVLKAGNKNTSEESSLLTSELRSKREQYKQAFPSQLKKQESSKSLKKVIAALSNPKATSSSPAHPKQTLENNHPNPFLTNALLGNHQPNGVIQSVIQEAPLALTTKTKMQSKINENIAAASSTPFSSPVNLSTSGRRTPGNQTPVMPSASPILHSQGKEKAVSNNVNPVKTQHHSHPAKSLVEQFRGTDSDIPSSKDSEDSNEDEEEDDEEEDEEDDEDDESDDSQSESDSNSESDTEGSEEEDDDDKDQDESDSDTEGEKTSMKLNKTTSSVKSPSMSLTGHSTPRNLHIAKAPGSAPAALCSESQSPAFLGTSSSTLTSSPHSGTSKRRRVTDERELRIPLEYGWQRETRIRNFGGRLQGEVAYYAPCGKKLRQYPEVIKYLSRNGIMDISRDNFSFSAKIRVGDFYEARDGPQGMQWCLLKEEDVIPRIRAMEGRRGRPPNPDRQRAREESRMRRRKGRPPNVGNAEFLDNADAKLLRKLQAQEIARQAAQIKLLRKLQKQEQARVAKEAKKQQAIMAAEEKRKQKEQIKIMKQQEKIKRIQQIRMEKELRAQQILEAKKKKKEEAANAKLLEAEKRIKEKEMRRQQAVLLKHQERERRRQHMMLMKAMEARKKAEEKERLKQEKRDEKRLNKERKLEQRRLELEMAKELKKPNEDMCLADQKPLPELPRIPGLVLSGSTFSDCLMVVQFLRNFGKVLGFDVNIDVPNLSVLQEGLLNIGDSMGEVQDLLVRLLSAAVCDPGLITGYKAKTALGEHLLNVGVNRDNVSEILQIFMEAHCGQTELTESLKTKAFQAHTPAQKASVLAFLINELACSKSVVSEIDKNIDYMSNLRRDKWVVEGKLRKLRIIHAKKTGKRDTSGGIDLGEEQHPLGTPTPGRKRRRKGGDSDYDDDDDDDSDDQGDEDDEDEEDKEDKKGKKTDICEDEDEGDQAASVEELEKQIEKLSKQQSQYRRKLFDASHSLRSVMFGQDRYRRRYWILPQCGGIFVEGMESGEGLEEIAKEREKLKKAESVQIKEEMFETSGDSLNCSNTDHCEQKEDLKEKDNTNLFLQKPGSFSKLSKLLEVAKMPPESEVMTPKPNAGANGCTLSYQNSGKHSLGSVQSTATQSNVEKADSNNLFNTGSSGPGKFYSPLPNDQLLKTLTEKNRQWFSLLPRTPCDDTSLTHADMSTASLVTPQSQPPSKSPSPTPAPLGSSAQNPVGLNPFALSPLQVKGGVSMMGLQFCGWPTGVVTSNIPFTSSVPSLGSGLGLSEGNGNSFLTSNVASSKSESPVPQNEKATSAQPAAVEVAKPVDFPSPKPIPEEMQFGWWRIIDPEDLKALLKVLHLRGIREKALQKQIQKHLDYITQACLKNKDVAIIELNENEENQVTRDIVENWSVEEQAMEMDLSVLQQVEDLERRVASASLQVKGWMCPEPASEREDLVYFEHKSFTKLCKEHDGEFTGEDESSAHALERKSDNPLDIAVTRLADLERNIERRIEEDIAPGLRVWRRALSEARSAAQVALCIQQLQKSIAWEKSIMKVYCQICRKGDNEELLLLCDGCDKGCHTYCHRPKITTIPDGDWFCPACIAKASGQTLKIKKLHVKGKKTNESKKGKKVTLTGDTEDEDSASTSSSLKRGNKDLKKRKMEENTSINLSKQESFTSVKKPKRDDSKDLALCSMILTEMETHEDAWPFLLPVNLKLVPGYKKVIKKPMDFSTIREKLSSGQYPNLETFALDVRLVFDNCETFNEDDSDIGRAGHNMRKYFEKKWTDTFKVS
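Compounds, titrated to a top concentration of 110 uM, were incubated 30 min at room temperature with preformed BAZ2B/acetyl-K14 H3 peptide complex (50 nM each). Proximity signal was measured by AlphaScreen after 20 min with beads.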
RGS4 inhibitor – inhibitors of human regulator of G protein signaling 4. P49798. Transcreener GDP fluorescence polarization, RGS4-accelerated GTP hydrolysis. Potency, µM (titrated, usually from 114 µM), for inactives: at the top dose activity change, negative = inhibition, most hits filed as inhibitors. 390,000 compounds, 0.039% hits. AID 504845; further: potency means the concentration at half of the fitted maximal effect; on the % scale 0 is the no-effect control and ±100 the full control effect; nearly all actives have a fitted effect of over 75% in size; some results filed as inactive show a strong effect at the top dose
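MLSMR compounds (23 nl, pin-transferred) preincubated 10 min at room temperature with a 500nM (2x) first reagent, then RGS4 at 900nM (2x) plus Transcreener GDP mix added; fluorescence polarization (620/688 nm) read before and after 90 min at 30 °C.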
PI4K2A inh – inhibitors of human PI4K2A | purified PI4K2A, ADP-Glo luminescence, 1 h; hits give low values | activity change, negative = inhibition, % at 76.9 µM | 420,000 compounds, 0.13% hits | AID 1346378; in the data active means activity change below about -50%; inconclusive means mostly about -30% to -49%;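 further: -100% = wells without enzyme as full effect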
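In this quantitative HTS, ADP production by PI4K2A was quantified luminescently after 1 h at ambient temperature; 100 microM adenosine served as plate-quality control.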
HP1b binding inh – blocks HP1-beta chromodomain binding to methylated histone tails. P83916. AlphaScreen HP1-beta / biotin-H3K9me3 peptide binding. Potency, µM (doses to about 114 µM), for inactives: top-dose activity change, negative = inhibition, hits mostly inhibitors. 390,000 compounds, 0.56% hits. AID 540317; further: potency means the concentration at half of the fitted maximal effect; nearly all actives have a fitted effect of over 70% in size; inactives centre near 23
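Compound inhibition of the preformed complex between 50 nM HP1-beta and 50 nM biotinylated H3K9me3 peptide was read by AlphaScreen. Buffer was PBS pH 7.4 with 0.01% Tween-20. Incubations ran 30 min at room temperature, with 10 ug/mL donor/acceptor beads.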
12-LOX inh – ALOX12 (human) lipoxygenase inhibition. P18054. purified 12hLO, xylenol orange hydroperoxide absorbance. Potency, µM (titrated, usually from 108 µM), inactives show at the highest dose activity change, negative = inhibition, most hits filed as inhibitors. 580,000 compounds, 1.1% hits. AID 1671190; further: potency means the concentration at half of the fitted maximal effect; on the % scale 0 is the no-effect control and ±100 the full control effect
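Hydroperoxide product was detected by ferrous iron/xylenol orange as the 573 to 405 nm absorbance ratio. Arachidonic acid at 40 uM (final) was turned over for 30 min at room temperature by 150 nM human 12hLO, pH 7.0 Hepes buffer, after 15 min compound preincubation.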
JMJD2A Tudor – inhibitors of human JMJD2A Tudor domain. 390,000 compounds, 4.4% hits. O75164. Potency, µM (top dose mostly 114 µM), inactives show at the top dose activity change, negative = inhibition, usual class: inhibitors. AlphaScreen JMJD2A-Tudor / H3K4me3 peptide binding; further: potency means the concentration at half of the fitted maximal effect; on the % scale 0 is the no-effect control and ±100 the full control effect; nearly all actives have a fitted effect of over 50% in size
Numbers without * were called inactive; ? = inconclusive; / = not tested or not shown; & = joins results of further samples; ! = not active in a repeat; [ ] = another dose, or the depositor's remark. Unless noted, the call rests on the fitted dose curve; in most records, active means well fitted curve in the direction sought with a large enough effect; inconclusive means small, poorly fitted or top-dose-only effect, or another doubt; inactive means no such curve, though single readings can be large; an effect the other way counts as inactive or inconclusive. An excerpt; rates above refer to the full screens.

Values run as follows: G9a block, GLS inh, ERG Ets-DNA blk, BAZ2B block, RGS4 inhibitor, PI4K2A inh, HP1b binding inh, 12-LOX inh, JMJD2A Tudor
CC(=O)C1=C(C)NC(SCC(=O)c2ccc(Cl)c(Cl)c2)=C(C#N)C1c1ccco1 (stereo unspecified)
    ?, 9%, /, /, -36%, 1, 19%, ?, ?
COCc1cc(C)nc(NC2CC(C)(C)NC(C)(C)C2)c1C#N
    6%, 0%, 1%, -13%, 9%, -2, -4%, 0%, ?
O=C(NNc1cccc(Cl)n1)c1c(Cl)cccc1Cl
    -9%[59 µM], /, 0%, 10%, 23%, -2, 23%, -15%, 13%
Cc1ccc(S(=O)(=O)CCC(=O)OCC(=O)NC(=O)c2ccccc2)cc1
    18%[0.501 µM], 6%, 0%, -7%, 13%, 8, 8%, -1%, -11%
CCc1nnc(NS(=O)(=O)c2ccc(NC(=O)c3ccc(Br)cc3)cc2)s1
    ?, -5%, 9%, -6%, -7%, 0, 38%, 0%, 2%
CCC1=C2CC[C@H]3C(=O)N(CC)C(=O)[C@H]3[C@H]2[C@@]2(Cc3ccccc3)C(=O)N(Cc3ccccc3)C(=O)N2C1=O
    4%[59 µM], 2%, 7%, 0%, 23%, 3, 17%, 4%, -25%
COc1ccccc1CC(=O)N1CCCc2cc(C)ccc21
    /, 1%, 4%, -1%, -4%, -5, 31%, ?, -11%
COc1ccc(C2C(C(=O)N3CCOCC3)c3ccccc3C(=O)N2c2ccc(OC)cc2)cc1 (stereo unspecified)
    12%[12.7 µM], -6%, 8%, 4%, -29%, 6, 40%[activator], 0%, -14%
Oc1c(CN2CCN(c3ccccn3)CC2)cc(Cl)c2cccnc12
    ?, 17%, 5%, 14µM*, -38%, -24, -15%, /, 32µM*
Cc1ccc(NC(=O)CCCn2c(=O)c3cccn3c3cccnc32)c(Cl)c1
    0%[59 µM], -26%, -2%, -18%, 20%, -2, 27%, -25%, -15%
O=C(NC1CCCC1)c1cc(-c2ccc(Cl)cc2)on1
    -3%[59 µM], 4%, 18%, 5%, -3%, 1, 15%, 0%, -6%
COc1ccc(S(=O)(=O)Nc2nc3ccccc3nc2NCC2CCCO2)cc1 (stereo unspecified)
    ?, 0%, -2%, -2%, 6%, -3, 15%, -3%, -1%
Cc1cc2nc(-c3ccc(SCC(=O)Nc4nccs4)nc3)[nH]c2cc1C
    26%[59 µM], -2%, 12%, 1%, -33%, 1, 26%, -18%, -10%
COc1cc2c(cc1OC)C(c1ccccc1)N(C(=O)CSCC(=O)O)CC2 (stereo unspecified)
    -2%, -1%, 10%, /, -1%, 6, 16%, -1%, -21%
Cc1ccc(/C=N/NC(=O)c2cc3c(ccc4ccccc43)o2)cc1[N+](=O)[O-]
    24%, 2%, -2%, -6%[57.1 µM], -17%, -1, 22%, 1%, -25%
COC(=O)C(Cc1c[nH]c2ccccc12)NC(=O)c1cc(-c2ccc(OC)c(OC)c2)oc1C (stereo unspecified)
    50µM*, 6%, 10%, -4%, ?, -3, -39%, ?, 50µM*
CC1=C(C)CC(C(=O)NCc2ccc3c(c2)OCO3)C(C(=O)O)C1 (stereo unspecified)
    0%, 6%, -1%, -30%, 3%, 0, 5%, -9%, -14%
COc1ccc(CC2(CO)CCN(S(=O)(=O)c3sccc3C)CC2)cc1
    /, -5%, 4%, -11%, -15%, -5, 42%[activator], -2%, -5%[57.1 µM]
CN(C)CCCN(C(=O)/C=C/c1cccs1)c1nc2c(F)cccc2s1
    ?, -14%, 7%, ?, -3%, 3, 3%, -24%, ?
CCn1c(=O)cc(SCC(=O)NCc2ccccc2OC)c2ccccc21
    8%[59 µM], -6%, 1%, -2%[57.1 µM], -8%, 5, 55%[activator], -4%, -4%
O=C(c1ccc(Cl)nc1)c1cccs1
    13%[12.7 µM], -6%, -2%, 9%, -11%, 3, -26%, /, -1%
COc1ccccc1CNC(=O)CCCNC(=O)Cn1cnc2sc(C)c(C)c2c1=O
    -10%, 3%, 4%, 3%, 1%, 4, 2%, -21%, -31%
CCN(CC)c1ccc(C=O)c(OC)c1
    /, -2%, -8%, -14%, 12%, -8, 8%, -9%, -1%
Cc1nn(CC(=O)c2ccc(Br)s2)c(C)c1[N+](=O)[O-]
    8%[59 µM], -2%, 14%, -4%, 2%, -3, 25%, ?, -14%
CCCCn1c(/C=N/Nc2nc3ccccc3[nH]2)nc2ccccc21
    38%[activator][59 µM], 7%, 0%, ?, -26%, -2, 4%, -1%, ?
O=C(NNC(=O)C1CC(c2cccs2)=NO1)Nc1ccc(Cl)cc1 (stereo unspecified)
    ?, -1%, -6%, ?, -26%, 4, 49%[activator], -5%, -8%
CCc1cc2c(COC(=O)CCNS(=O)(=O)c3cccc(C(F)(F)F)c3)cc(=O)oc2cc1O
    13%[59 µM], 19%, 3%[15.4 µM], 5%, -10%, 0, 24%, ?, -14%
CCn1cc(Br)c(C(=O)Nc2cccc(SC)c2)n1
    -4%[59 µM], 1%, /, 4%, -1%, 2, 30%, 21%, -16%
COCCN(C(=S)Nc1cccc(Cl)c1C)C(C)c1ccco1 (stereo unspecified)
    -35%[12.7 µM], 5%, -5%, -25%, -4%, 3, 21%, 45%[activator], -5%
CC(C)(C)c1cc(CCC(=O)NCCc2ccccn2)cc(C(C)(C)C)c1O
    -15%, 10µM*, 7%, -33%, 20%, -20, -6%, -4%, -7%

Values run as follows: G9a block, GLS inh, ERG Ets-DNA blk, BAZ2B block, RGS4 inhibitor, PI4K2A inh, HP1b binding inh, 12-LOX inh, JMJD2A Tudor
Cc1ccc(CN2CCSc3ccc(C(=O)NCCc4ccccc4)cc32)cc1
    -1%[59 µM], -9%, 2%, -14%, 14%, -4, 14%, -23%, -23%
Cc1ccc(NC(=O)CN(C)CC(=O)NC2CCCc3ccccc32)cc1 (stereo unspecified)
    -3%[12.7 µM], 5%, 0%, -4%, 15%, 0, 12%, -14%, -18%
O=c1cc(CN2CCCc3ccccc32)nc2sccn12
    ?, -27%, 10%, -14%, 0%, -6, 21%, 48%[activator], -22%
CC(C)CNC(=O)C(=O)NCC(c1ccc2c(c1)OCO2)N1CCOCC1 (stereo unspecified)
    ?, -9%, 5%, 1%, -14%, 0, 21%, 11%, -19%
COc1ccc(-c2cn3ccsc3n2)cc1
    19%[2.33 µM], -2%, -5%, -34%, -17%, -14, 2%, ?, -29%
CCOC(=O)C1(Cc2cccc(Cl)c2)CCCN(C(=O)c2ccco2)C1 (stereo unspecified)
    8%, -6%, 0%, -16%[57.1 µM], -50%[56.9 µM], 0, 12%, 3%, ?
CCOC(=O)N1CCC(NCCNC(=O)c2ccccc2)CC1
    9%[0.501 µM], 3%&1%, 3%&1%, 45µM*!, -11%&-4%, 7&0, 66%[activator], -3%&-6%, 2.2µM*!
CC(C)(C)c1ccc(OCC(O)CN2CCc3ccccc3C2)cc1 (stereo unspecified)
    /, 1%, 2%, /, -1%, -2, 81%[activator], ?, -12%
CC(C)(C)c1ccc(CNc2ccc([N+](=O)[O-])cn2)cc1
    4%[59 µM], 9%, /, ?, -15%, 2, -20%, 4%, ?
CC(=O)Nc1cccc(NC(=O)CSc2nnc3ccc(-c4ccncc4)nn23)c1
    -7%, -17%, 5%, 3%, -21%, -3, 28%, -6%, -3%
COc1ccc(CN(C(=O)c2oc3ccc(F)cc3c2C)C2CCS(=O)(=O)C2)cc1 (stereo unspecified)
    /, 0%, 3%, -12%, ?, -1, 3%, 22%, -24%
COC(=O)c1ccc(NC(=O)C2CCN(C(=O)Nc3ccccc3)CC2)cc1
    ?, 0%, 2%, -2%, -17%, 5, 37%, ?, -13%
COc1ccc2nc(N(Cc3cccnc3)C(=O)COc3ccccc3)sc2c1
    -1%[59 µM], 4%, -2%, -8%, 0%, 1, 15%, -6%, -8%
COc1ccccc1CNC(=O)CCCc1ccccc1
    22%[59 µM], 5%, -6%, 5%, 10%, -5, 14%, -2%, -6%
Cc1nc(N2CCCC2)ncc1C(=O)Nc1ccc(F)cc1F
    11%[59 µM], -1%, -2%, -6%, 15%, 0, 21%, -21%, -4%
Cc1ccccc1N(C(=O)Cn1nnc(-c2ccc(F)cc2)n1)C(C(=O)NC(C)(C)C)c1ccncc1 (stereo unspecified)
    /, -8%, 0%[15.4 µM], -6%, -26%, 0, 2%, 5%, -17%
COc1ccc(OCc2ccc(-c3nc(C#N)c(N4CCN(c5cccc(Cl)c5)CC4)o3)o2)cc1
    -28%[59 µM], -6%, 2%, -29%, -8%, 2, 28%, -13%, -17%
Cc1ccc(N(C)C(=O)C2CCCN2S(=O)(=O)c2ccc3c(c2)n(C)c(=O)c(=O)n3C)cc1 (stereo unspecified)
    /, -1%, 2%, -10%, 5%[56.9 µM], 7, 16%, -1%, -32%
COc1ccccc1CC(=O)NCc1nn(-c2ccccc2)nc1C
    7%, -1%, 1%, -1%, -2%, -2, 25%, 0%, -12%
COc1cccc(CN2CC(O)=C(c3nc(-c4ccc(Cl)cc4)cs3)C2=N)c1
    16%[59 µM], -12%, 5%, 1%, -14%, -5, 48%[activator], 0%, -22%
